BLM inh: blocks DNA unwinding by human BLM helicase; recombinant BLM DNA unwinding, fluorescence dequenching; Potency, µM (series often up to 56.1 µM), without a hit: top-dose activity change, negative = inhibition, hits mostly inhibitors; actives 0.2% (n = 350,000);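 also: potency is read from the fitted curve at half-maximal effect; plate controls were vehicle for no effect and no enzyme for full effect; nearly all actives have a fitted effect of over 35% in size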
POLI inh: blocks human DNA polymerase iota activity. Q9UNA4. Pol iota fluorescent replication assay, 10 min. Potency, µM (top dose mostly 115 µM), for the others: top-dose activity, negative = inhibition, actives largely listed as inhibitors. actives 1% (n = 390,000). AID 588590; also: potency is read from the fitted curve at half-maximal effect
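Pol iota at 10 nM preincubated 15 min with compounds at room temperature; reaction started with fluorescent substrate, 50 nM final. Fluorescence read kinetically at 0 and 10 min; buffer-only wells as negative control.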
Tb PGK inh: T. brucei PGK inhibition; PGK/GAPDH coupled, Kinase-Glo luminescence, 60 min; Potency, µM (series often up to 57.5 µM), inactives show at the highest dose activity change, negative = inhibition, most hits filed as inhibitors; AID 602233; actives 0.043% (n = 380,000); also: potency is read from the fitted curve at half-maximal effect; % is scaled to controls: 0 for no effect and ±100 for the full control effect; nearly all actives have a fitted effect of over 60% in size
Target sequence (P07378 whole entry, looked up): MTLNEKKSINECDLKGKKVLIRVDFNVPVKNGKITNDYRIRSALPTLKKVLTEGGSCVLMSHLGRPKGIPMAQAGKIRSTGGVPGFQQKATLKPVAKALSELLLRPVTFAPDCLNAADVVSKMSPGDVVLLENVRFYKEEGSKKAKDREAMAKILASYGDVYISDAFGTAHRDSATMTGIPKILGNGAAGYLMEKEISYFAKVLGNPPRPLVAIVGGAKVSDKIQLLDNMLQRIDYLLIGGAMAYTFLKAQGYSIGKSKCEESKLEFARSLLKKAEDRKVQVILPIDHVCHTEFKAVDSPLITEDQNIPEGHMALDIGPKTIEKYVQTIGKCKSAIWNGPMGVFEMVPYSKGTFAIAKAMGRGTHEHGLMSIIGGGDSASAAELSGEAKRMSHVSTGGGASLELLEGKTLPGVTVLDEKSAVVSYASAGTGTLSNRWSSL
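Luminescent ATP detection (Kinase-Glo Plus) follows a 60-minute room-temperature incubation, with wells lacking PGK as controls. Buffer: 100 mM TEA (pH 7.6), 5 mM MgCl2, 0.01% Tween-20. Coupling enzyme GAPDH (100 nM final) supplies unstable 1,3-BPG in-well.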
POLK inh: blocks human DNA polymerase kappa activity | Q9UBT6 | actives 0.53% (n = 400,000) | AID 588579 | Potency, µM (top dose mostly 107 µM), inactives show at the top dose activity, negative = inhibition, usual class: inhibitors | purified Pol kappa, fluorescent DNA synthesis assay, 10 min; also: potency is read from the fitted curve at half-maximal effect; % is scaled to controls: 0 for no effect and ±100 for the full control effect
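Enzyme at 10 nM met test compounds for 15 min at room temperature. Substrate addition (50 nM final) began the reaction, which was monitored by fluorescence at 0 and 10 min.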
Pol beta inh: DNA polymerase beta (human) inhibition. P06746. Potency, µM (doses to about 114 µM), for the others: at the top dose activity change, negative = inhibition, most hits filed as inhibitors. AID 485314. actives 1.3% (n = 340,000). Pol beta primer extension/strand displacement, fluorescence kinetic; also: potency is read from the fitted curve at half-maximal effect; % is scaled to controls: 0 for no effect and ±100 for the full control effect
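10 nM enzyme + cpd, 15 min RT; start with substrate 50 nM final; read 0 min and after 10 min RT. Corrected, normalized data; 4-parameter Hill curve fit.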
RXFP1 antag: RXFP1 (human) relaxin receptor antagonism | HEK293-RXFP1, relaxin-stimulated cAMP HTRF, 30 min; stronger effect = lower value | activity change, negative = inhibition, % at 57.5 µM | Q9HBX9 | actives 0.59% (n = 350,000);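 active = activity change of -60% or lower, but not beyond a set lower limit; inconclusive = change between -60% and -40%, or beyond the set limit; inactive = change above -40%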; also: % is scaled to controls: 0 for no effect and ±100 for the full control effect
APEX1 inh: inhibitors of human APE1 endonuclease | P27695 | recombinant APE1, TAMRA/BHQ-2 abasic DNA cleavage fluorescence | Potency, µM (doses to about 65.8 µM), inactives show at the top dose activity change, negative = inhibition, most hits filed as inhibitors | actives 0.35% (n = 350,000);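 also: potency is read from the fitted curve at half-maximal effect; plate controls were vehicle for no effect and reference inhibitor for full effect; nearly all actives have a fitted effect of over 55% in size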
Target sequence (P27695 whole entry, looked up): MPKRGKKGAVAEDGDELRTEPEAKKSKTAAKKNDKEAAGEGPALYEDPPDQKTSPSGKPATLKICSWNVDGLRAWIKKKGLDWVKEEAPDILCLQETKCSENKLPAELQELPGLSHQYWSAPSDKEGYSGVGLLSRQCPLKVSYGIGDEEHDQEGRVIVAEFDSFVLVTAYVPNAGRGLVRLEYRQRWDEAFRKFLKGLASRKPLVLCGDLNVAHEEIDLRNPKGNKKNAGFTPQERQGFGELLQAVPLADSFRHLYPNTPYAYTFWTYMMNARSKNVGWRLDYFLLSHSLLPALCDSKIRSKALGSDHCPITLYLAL
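Quantitative HTS: incision of a TAMRA/BHQ-2 double-stranded substrate bearing a tetrahydrofuran abasic site by 0.75 nM APE1 raises fluorescence. Substrate 50 nM final, added after 15 min compound preincubation at room temperature; progress as third-minus-first kinetic read difference.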
Apoferritin bind: candidate novel general anesthetic via apoferritin binding. P02791. apoferritin/1-aminoanthracene competitive binding, fluorescence. Potency, µM (highest dose often 77.5 µM), inactives show at the top dose activity change, negative = displacement, usual class: inhibitors. actives 0.074% (n = 350,000). AID 485281; also: potency is read from the fitted curve at half-maximal effect; % is scaled to controls: 0 for no effect and ±100 for the full control effect; nearly all actives have a fitted effect of over 20% in size
Target sequence (P02791 2-175 limits assumed): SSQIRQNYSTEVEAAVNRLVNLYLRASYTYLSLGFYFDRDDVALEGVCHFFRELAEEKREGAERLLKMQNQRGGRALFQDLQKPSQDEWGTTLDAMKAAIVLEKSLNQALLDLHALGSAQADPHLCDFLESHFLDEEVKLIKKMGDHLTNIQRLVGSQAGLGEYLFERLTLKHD
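In PBS, apoferritin at 10 uM is loaded with 1-AMA from a 50% saturated solution. After 10 min of compound exposure at ambient temperature, reduced 535 nm fluorescence indicates probe displacement.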
POLH inh: blocks human DNA polymerase eta activity; Potency, µM (series often up to 114 µM), for inactives: at the top dose activity change, negative = inhibition, actives largely listed as inhibitors; Q9Y253; recombinant Pol eta, fluorescent DNA replication assay; actives 1.2% (n = 390,000); also: potency is read from the fitted curve at half-maximal effect; % is scaled to controls: 0 for no effect and ±100 for the full control effect
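Pol eta at 10 nM preincubated with compounds 15 min at room temperature; reaction started with fluorescent substrate (50 nM final) and read kinetically at 0 and 10 min.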
The depositor's hits bear a star; i = inactive; ? = inconclusive; · = no result given; [ ] = dose if it differs, or a comment. Unless noted, calls follow the shape of the dose curve; as a rule, active = well fitted curve in the direction sought with a large enough effect; inconclusive = small, poorly fitted or top-dose-only effect, or another doubt; inactive = no such curve, though single readings can be large; an effect the other way counts as inactive or inconclusive. Some of the compounds tested. The share of hits here may be higher or lower than overall.

SMILES	BLM inh	POLI inh	Tb PGK inh	POLK inh	Pol beta inh	RXFP1 antag	APEX1 inh	Apoferritin bind	POLH inh
NC(=O)[C@H]1CC2(CC(c3cccc(NC(=O)[C@H]4CCC(=O)N4)c3)=NO2)CN1C(=O)c1ccccc1 (stereo partly drawn)	-7%	?	-2%	-8%	-25%	·	?	6%	-9%
COc1ccc(N2C(=O)C(Cc3ccccc3)NC2=S)cc1 (stereo not drawn)	1%	51%[activator]	-1%	-3%	-1%	-14	3%	-5%	-16%
Cc1ccc(OCc2cc(C(=O)NCc3cn4ccccc4n3)no2)cc1C	-6%	-1%	i	-28%	20%	-13	2%	-12%	?
CCOc1cc(S(=O)(=O)N2CCN(S(=O)(=O)CC)CC2)c(OCC)cc1-n1cnnn1	2%	21%	-6%	0%	38%	-11	-5%	-2%	-15%
Cc1cc(NS(=O)(=O)c2ccc(NC(=O)COc3ccccc3C(C)C)cc2)no1	0%	-12%	-3%	-4%	0%	·	-1%	-5%	-6%
O=C(CN1CCN(S(=O)(=O)c2ccc(Cl)c(C(F)(F)F)c2)CC1)NC(=O)NC1CCCCC1	·	26%	i	-4%	·	-14	·	·	-20%
CC(C)C[C@H](NC(=O)c1nc[nH]c1C(=O)NCCCCCN)C(=O)OCc1ccccc1	·	?	-9%	3%	·	·	3%	·	-11%
COc1cccc(-n2c(N)cc(=O)nc2SCC(=O)Nc2cc(C)on2)c1	1%	13%	5%	-3%	33%	-7	-8%	-4%	-5%
CC(C)(C)c1ccc(C(=O)N2CCN(CCc3ccccn3)CC2)cc1	-1%	-19%	-2%	0%	-25%	1	·	7%	-7%
CC(C)(C)C1CCc2nc(NC(=O)COc3ccc(F)cc3)sc2C1 (stereo not drawn)	-7%	?	-3%	?	-4%	·	·	-13%	-8%
Cc1ccc(NS(=O)(=O)c2ccc3[nH]c4c(c3c2)CCCC4)c(C)c1	-13%	-2%	11%	-16%	27%	-29	·	0%	-14%
O=C(CCC(=O)N(CC(=O)NC1CCCCC1)Cc1ccccc1)Nc1nccs1	-3%	142%[activator]	-8%	-6%	6%	5	-1%	10%	-9%
O=[N+]([O-])c1ccc(N=Nc2ccc(O)c3ccccc23)cc1	·	?	?	-25%	·	?	·	·	-13%
CS(=O)c1ccccc1O (stereo not drawn)	-3%	-17%	0%	-18%	4%	-1	5%	-1%	-7%
CCOC(=O)C(=CNc1nc2ccc(C(=O)OCC)cc2s1)C(=O)OCC	-4%	-7%	-4%	8%	-11%	1	-2%	3%	-12%
COc1cc(OC)cc(OCC(O)Cn2ccnc2)c1 (stereo not drawn)	1%	20%	-2%	-9%	0%	-12	-1%	-20%	-9%
CCOC(=O)c1c(CSCc2ccccc2)oc2ccc(O)c(CN(C)C)c12	-6%	-3%	-3%	0%	-16%	-33	17%	-5%	-24%
O=C(c1cn(-c2ccc(Cl)c(Cl)c2)nn1)C1CC1	-2%	133%[activator]	-5%	-7%	0%	-9	-3%	-1%	-12%
CCc1ccc(CNC(=O)C2CCN(c3nnc(-n4c(C)ccc4C)s3)CC2)cc1	-4%	3%	·	-21%	?	-2	·	-3%	·
O=C1c2ccccc2C(=O)N1CCOc1ccccc1Br	-4%	15%	i	8%	3%	-5	-17%	?	-12%
CCCn1c(N2CCN(C(=O)/C=C/C(=O)O)CC2)nc2ccccc21	2%	26%	10%	-2%	?	-3	-5%	-10%	-2%
Cc1ccsc1C(=O)OCC(=O)N1CC(=O)Nc2ccccc21	-3%	-6%	-13%	7%	8%	-7	11%	-8%	-7%
CCc1nnc(NC(=O)C2CCCN(S(=O)(=O)c3ccc(OC)cc3)C2)s1 (stereo not drawn)	-9%	73%[activator]	-1%	-3%	?	-13	22%	-17%	-7%
O=c1cc(COc2ccccc2[N+](=O)[O-])nc2sccn12	-20%	?	-3%	-7%	?	-2	-4%	-1%	-24%
CCOc1cc2sc(N3CCC(C(=O)Nc4cc(C)cc(C)c4)CC3)nc2cc1Br	0%	21%	i	5%	25%	-9	·	19%	-20%
CCCCc1nn(-c2cc(Cl)ccc2OC)c2c1C(=O)CCC2	-12%	18%	-8%	3%	1%	·	-8%	-9%	-22%
CC(C)C(NC(=O)Nc1ccccc1)C(=O)Nc1cccc(S(=O)(=O)N(C)C)c1 (stereo not drawn)	-2%	-18%	0%	-4%	19%	3	-14%	-17%	-14%
Cc1ccccc1-n1c(C)n[nH]c1=S	-5%	?	·	-6%	0%	-24	2%	-6%	1%
COC(=O)c1ccc(NCCc2csc(-c3ccc(C)cc3)n2)c([N+](=O)[O-])c1	0%	10%	i	0%	-13%	-7	1%	-11%	-13%
COc1ccc(C[C@H]2CN3C(=NC[C@H]3C)N2CCNC(=O)CCC2CCCCC2)cc1	1%	-31%	-2%	-12%	24%	·	17%	-11%	-12%
O=S(=O)(c1ccccc1)c1nc(-c2ccco2)oc1NCc1cccnc1	-6%	5%	-4%	-17%	10%	1	10%	-23%	-15%
O=c1ccc(Oc2nc(N3CCOCC3)nc(N3CCOCC3)n2)nn1-c1ccccc1	-7%	-7%[58.9 µM]	0%	-3%	0%	7	5%	-16%	-5%
O=C(c1ccc(F)cc1)C1CCN(Cc2cn[nH]c2-c2ccc(F)cc2)CC1	2%	-18%	-1%	-24%	-24%	?	-4%	-19%	-23%
Cc1ccc(-n2c(SCC(N)=O)nnc2-c2cccnc2)c(C)c1	-3%	-5%	i	5%	31%	-14	17%	-9%	-11%
Cc1ccc(NC(=O)CN2CCC(NC(=O)Cc3ccccc3)CC2)c(C)c1	0%	-10%	2%	-5%[60.1 µM]	17%	-6	-4%	-1%	-3%
COc1cccc(-n2c(Cc3cc(=O)[nH]c(=O)[nH]3)nnc2SCC(=O)N2CCCCC2)c1	-2%	29%	i	20%	-2%	-13	1%	1%	-15%

Compound profiles (already shown).
`CCOc1cc2sc(N3CCC(C(=O)Nc4cc(C)cc(C)c4)CC3)nc2cc1Br` as listed: BLM inh = 0%; POLI inh = 21%; Tb PGK inh = i; POLK inh = 5%; Pol beta inh = 25%; RXFP1 antag = -9; APEX1 inh = ·; Apoferritin bind = 19%; POLH inh = -20%
`O=c1ccc(Oc2nc(N3CCOCC3)nc(N3CCOCC3)n2)nn1-c1ccccc1` as listed: BLM inh = -7%; POLI inh = -7%[58.9 µM]; Tb PGK inh = 0%; POLK inh = -3%; Pol beta inh = 0%; RXFP1 antag = 7; APEX1 inh = 5%; Apoferritin bind = -16%; POLH inh = -5%

(continued)
SMILES	BLM inh	POLI inh	Tb PGK inh	POLK inh	Pol beta inh	RXFP1 antag	APEX1 inh	Apoferritin bind	POLH inh
COc1ccccc1-c1cc(C(=O)N2CCCCC2C)no1 (stereo not drawn)	-2%	19%	·	-1%	2%	-16	·	-5%	·
Cc1ccc(CN2CCN(Cc3ccc(C)s3)CC2CCO)cc1 (stereo not drawn)	-3%	17%	-3%	-7%	63%	-1	9%	-9%	-4%
CCOc1ccccc1NC(=O)C1C2CCC(O2)C1C(=O)O (stereo not drawn)	1%	40%[activator]	-10%	-7%	14%	11	-9%	2%	-18%
O=C1CC(c2ccc(Cl)cc2)Oc2ccc(Cl)cc21 (stereo not drawn)	·	20%	i	-6%	·	-31	·	·	-9%
CN(C)/C=C(\C#N)C(=O)Nc1ccc(F)cc1	0%	-1%	-7%	-6%	20%	-7	1%	-5%	-10%
CCOC(=O)C1=C(C)N=C2SC(C)C(=O)N2C1c1ccc(OCC)c(OCC)c1 (stereo not drawn)	-6%	7%	-1%	4%	-3%	-4	-3%	-16%	-5%
CN(C)C=NC(=O)c1cc(C(=O)c2ccccc2Cl)c[nH]1	-12%	18%	-7%	7%	2%	-26	-1%	-9%	-15%
O=S(=O)(NCC1CCCO1)c1ccccc1F (stereo not drawn)	-3%	50%[activator]	6%	5%	50%	2	21%	-11%	-20%
CCOC(=O)C1=C(N)Oc2c(oc(CO)cc2=O)C1c1ccccc1 (stereo not drawn)	-5%	43%[activator]	-6%	6%	4%	-10	-2%	-10%	-8%
Cc1ccc(NC(=O)CCC(=O)N2Cc3ccccc3Oc3ncccc32)cc1F	-4%	-6%	11%	3%	36%	-11	·	-9%	-13%
COc1ccc(Oc2cccc(Cl)c2CNC(=O)CCC(=O)O)cc1	-6%	115%[activator]	-6%	5%	4%	9	1%	-5%	-16%
O=C1CC2CS(=O)(=O)CC2N1c1ccc(Oc2ccccc2)cc1 (stereo not drawn)	-10%	-3%	0%	-12%	-2%	4	7%	6%	-15%
NC(=O)Cn1cc(C(=O)COc2ccccc2)c2ccccc21	0%	·	·	·	1%	·	-3%	-6%	·
COC(=O)c1ccc(NC(=S)NCCc2cccc(C)c2)cc1	2%	3%	10%	-6%	-20%	-6	-4%	4%	-7%
Cc1ccccc1NC(=O)c1ccc(C)c(S(=O)(=O)Nc2ccccn2)c1	1%	?	1%	-3%	0%	-3	-3%	-4%	-9%
Cc1ccc(NC(=O)C2CC(=O)NC(Nc3cccc(C)c3)=N2)cc1 (stereo not drawn)	2%	12%	-8%	0%	-3%	2	-1%	6%	-8%
CCN1CCN(S(=O)(=O)c2ccc(S(=O)(=O)NCC3CCCO3)cc2)CC1 (stereo not drawn)	-2%	12%	-4%[11.5 µM]	-2%	2%	5	0%	-3%	-5%
Cc1cc(C)n(C(=O)COc2ccc(Cl)cc2Cl)n1	-1%	-7%	10%[11.5 µM]	-5%	22%	17	1%	7%	-3%
CCOc1ccc(C(=O)C2CCN(C(=O)c3ccccc3C(=O)O)CC2)cc1	-3%	?	1%	-8%	26%	-7	1%	-7%	-21%
Cc1ccc(NC(=S)NCCCN2CCOCC2)cc1C	0%	-26%	2%	2%	?	5	-2%	-9%	0%
CCCCn1c(N)c(N(CC(C)C)C(=O)Cn2c(=O)cnc3ccccc32)c(=O)[nH]c1=O	·	6%	-3%	-5%	·	21	46%[activator]	·	-4%

High-throughput results (PubChem BioAssay)
